Source: PubChem
Tn6 DDE FP – DD(E)-Tn6 binding inhibition, primary FP screen | hit rate 0.21% among 370,000 | Fibrin DD(E) TRITC-Tn6 fluorescence polarization displacement | P02675 | inhibition, % at 8.3 µM;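 active = inhibition above a per-campaign cutoff: mean of compounds within control limits plus 3 SD, cut at about 15% in these data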;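 also: 0% = median of all compound wells on the plate and 100% = blocking peptide control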
proKLK7 act – activates the human kallikrein-7 zymogen; purified proKLK7, EDANS-DABCYL substrate fluorescence; 100% is mature enzyme control, 0% vehicle; activation, % at 7 µM; hit rate 0.9% among 370,000;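 active = activation above the mean of all tested compounds plus 3 SD, computed per campaign excluding outliers beyond control limits, cut at about 13% in these data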
DDE Tn7 FP inh – inhibitors of Tn7 peptide binding to human fibrin DD(E); P02675; FP displacement of FITC-Tn7 peptide from fibrin DD(E); 0% = median of compound wells per plate; inhibition, % at 8.3 µM; hit rate 0.13% among 370,000;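 active = inhibition above the mean of compounds falling within the control limits plus 3 SD of them, cut at about 14% in these data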;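 also: 0% = plate median of compound wells and 100% = 10 µM Aha-Tn7 peptide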
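Assay system: Fibrin-DD(E) protein isolated from polymerized human fibrin clots; read-out basis: percent inhibition; medium: Tris/NaCl/CaCl2 buffer, pH 7.8; signal: FP measurement; incubation: 10 min plus 3 h, room temperature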
PLCg1 inh – PLC-gamma1 (human) inhibition, primary screen | P19174 | hit rate 0.84% among 370,000 | inhibition, % at 12.2 µM | purified PLC-gamma1, fluorogenic substrate, fluorescence; in the data active = inhibition above about 9.5%
ASAP1 GAP inh – ASAP1 ArfGAP inhibition | Q9ULH1 | ASAP1-stimulated ARF1 GTP hydrolysis, GDP FP detection | inhibition, % at 16.5 µM | hit rate 0.19% among 360,000 | AID 624377; in the data active = inhibition above about 25%;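 also: 0% = vehicle with enzyme and substrate and 100% = no enzyme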
PLCb3 inh – inhibitors of human phospholipase C beta3. AID 720704. hit rate 0.18% among 370,000. inhibition, % at 12.2 µM. Purified PLC-beta3, fluorogenic substrate, fluorescence. Q01970; in the data active = inhibition above about 11%;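 also: 0% = median of compound wells on plate and 100% = full blocker control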
Target sequence (Q01970 whole entry, looked up): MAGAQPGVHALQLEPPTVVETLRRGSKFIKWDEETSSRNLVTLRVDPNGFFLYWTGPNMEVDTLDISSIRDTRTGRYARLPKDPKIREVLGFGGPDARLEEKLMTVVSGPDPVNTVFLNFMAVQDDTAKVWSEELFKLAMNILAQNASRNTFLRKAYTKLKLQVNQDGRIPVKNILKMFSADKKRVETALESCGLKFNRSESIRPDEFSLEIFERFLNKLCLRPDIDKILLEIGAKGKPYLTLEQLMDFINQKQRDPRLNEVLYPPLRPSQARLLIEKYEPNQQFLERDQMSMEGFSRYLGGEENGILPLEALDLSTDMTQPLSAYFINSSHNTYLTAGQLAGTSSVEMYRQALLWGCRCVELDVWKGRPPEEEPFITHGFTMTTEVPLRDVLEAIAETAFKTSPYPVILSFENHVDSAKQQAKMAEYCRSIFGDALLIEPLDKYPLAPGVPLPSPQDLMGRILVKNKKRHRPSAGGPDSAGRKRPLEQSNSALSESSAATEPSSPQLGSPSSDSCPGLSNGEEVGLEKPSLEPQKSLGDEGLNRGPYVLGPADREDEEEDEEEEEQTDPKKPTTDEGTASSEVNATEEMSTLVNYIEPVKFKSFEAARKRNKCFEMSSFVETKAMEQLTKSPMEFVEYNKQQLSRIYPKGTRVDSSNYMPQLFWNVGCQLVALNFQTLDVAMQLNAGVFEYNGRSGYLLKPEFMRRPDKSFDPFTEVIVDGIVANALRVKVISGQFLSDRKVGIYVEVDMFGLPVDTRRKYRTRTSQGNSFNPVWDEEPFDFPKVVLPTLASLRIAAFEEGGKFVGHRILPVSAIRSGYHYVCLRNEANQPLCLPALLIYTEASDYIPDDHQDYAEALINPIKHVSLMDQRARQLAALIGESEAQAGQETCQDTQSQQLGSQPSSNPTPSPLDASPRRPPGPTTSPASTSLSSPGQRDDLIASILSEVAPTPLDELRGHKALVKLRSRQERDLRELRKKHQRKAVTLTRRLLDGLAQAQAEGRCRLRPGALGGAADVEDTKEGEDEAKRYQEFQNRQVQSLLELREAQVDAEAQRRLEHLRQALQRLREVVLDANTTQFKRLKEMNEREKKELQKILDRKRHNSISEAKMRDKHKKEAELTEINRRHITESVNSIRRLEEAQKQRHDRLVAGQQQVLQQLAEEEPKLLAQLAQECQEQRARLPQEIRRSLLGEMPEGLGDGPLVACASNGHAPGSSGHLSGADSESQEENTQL
ADAM17 inh – inhibits human ADAM17; recombinant ADAM17, EDANS/DABCYL FRET peptide cleavage; hit rate 0.83% among 370,000; inhibition, % at 6.95 µM; P78536; AID 720648;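 active = inhibition above the mean of compounds lying between control limits plus 3 SD, set per campaign, cut at about 8.5% in these data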;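 also: 0% = DMSO-only wells as the low control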
ARFGAP1 inhibitor – rat ARFGAP1 inhibition | Q62848 | Arfgap1-stimulated ARF1 GTP hydrolysis, GDP FP detection | inhibition, % at 16.5 µM | hit rate 0.26% among 360,000;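 active = inhibition above a per-plate limit, mean inhibition of low control wells plus 3 SD, cut at about 25% in these data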;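 also: 0% = DMSO wells with enzyme and 100% = wells lacking Arfgap1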
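material = rat Arfgap1 catalytic domain, aa 1-136 | also added = human ARF1(Δ1-17)-GTP substrate | compound dosing = one concentration, 16.5 µM, DMSO 1.26% | times = GTP hydrolysis reaction 2 h at 25 °C | measured by = FP, GDP Alexa 633 tracer displaced from anti-GDP antibody, 620/688 nm | evaluation = percent inhibition of Arfgap1-stimulated GTP hydrolysis | replication = single well per compound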
MBD2 DNA inh – blocks human MBD2 binding to methylated DNA; Q9UBB5; TR-FRET, MBD2 binding to methylated oligonucleotide; inhibition, % at 4.4 µM; hit rate 0.31% among 370,000; in the data active = inhibition above about 13%
UHRF1 MBD2 ctr – UHRF1 methyl-DNA binding inhibition. Q96T88. UHRF1 binding to methylated oligo, TR-FRET. inhibition, % at 4.4 µM. hit rate 0.75% among 370,000; in the data active = inhibition above about 21%;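 also: UHRF1 SRA domain binding a hemimethylated CpG hairpin DNA probe; 0% = median of test compound wells and 100% = reference inhibitor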
* = called active by the depositor; x = not tested or not shown. Rows are unselected, and some 4.1% of all compounds hit somewhere here.

Tn6 DDE FP | proKLK7 act | DDE Tn7 FP inh | PLCg1 inh | ASAP1 GAP inh | PLCb3 inh | ADAM17 inh | ARFGAP1 inhibitor | MBD2 DNA inh | UHRF1 MBD2 ctr | molecule
-3 | -0.6 | -3 | 3 | 0 | -4 | -3 | -5 | 2 | -6 | CCS(=O)(=O)c1ccc(O)c(NC(=O)c2cc(-c3ccccn3)nc3ccccc23)c1
-5 | 0.5 | -5 | 0 | 4 | 1 | -2 | -1 | 1 | 0 | COCCn1c(SCc2cnc(-c3ccccc3)s2)nnc1-c1ccncc1
3 | -0.1 | -2 | 3 | 2 | 6 | 5 | 6 | -1 | -2 | Cc1cn(CC(=O)NCCN2CCOCC2)c(=O)[nH]c1=O
-4 | -0.1 | -5 | 3 | 0 | -7 | 3 | 14 | 0 | -1 | CC1(c2ccc3ccccc3c2)NC(=O)N(CC(=O)N2CCN(c3ccccc3O)CC2)C1=O (configuration not stated)
-1 | -0.7 | -3 | -2 | -8 | -6 | -2 | 8 | 1 | 3 | O=C(COC(=O)c1cc[n+]([O-])cc1)Nc1cccc(F)c1
3 | -0.3 | -5 | 2 | 0 | -5 | -2 | 15 | -3 | -3 | O=C(C1CCN(S(=O)(=O)c2ccccc2F)CC1)N1CCc2ccccc2C1
-7 | -0.2 | -2 | 5 | -11 | 6 | 8 | 2 | -2 | 1 | O=C(c1ccc(Cl)cc1)N(c1ccccn1)C1CCCCC1
-3 | 0.3 | -6 | 0 | x | 2 | -3 | x | 1 | -1 | O=C(Nc1ccc2c(c1)Cc1ccccc1-2)NC1CCCCN(Cc2cccc(Cl)c2)C1=O (configuration not stated)

3 compounds from above, sorted by number of heavy atoms, rising:
Tn6 DDE FP | proKLK7 act | DDE Tn7 FP inh | PLCg1 inh | ASAP1 GAP inh | PLCb3 inh | ADAM17 inh | ARFGAP1 inhibitor | MBD2 DNA inh | UHRF1 MBD2 ctr | molecule
-1 | -0.7 | -3 | -2 | -8 | -6 | -2 | 8 | 1 | 3 | O=C(COC(=O)c1cc[n+]([O-])cc1)Nc1cccc(F)c1
-5 | 0.5 | -5 | 0 | 4 | 1 | -2 | -1 | 1 | 0 | COCCn1c(SCc2cnc(-c3ccccc3)s2)nnc1-c1ccncc1
-3 | 0.3 | -6 | 0 | x | 2 | -3 | x | 1 | -1 | O=C(Nc1ccc2c(c1)Cc1ccccc1-2)NC1CCCCN(Cc2cccc(Cl)c2)C1=O (configuration not stated)

6 of these compounds, reformatted.
Compound,Tn6 DDE FP,proKLK7 act,DDE Tn7 FP inh,PLCg1 inh,ASAP1 GAP inh,PLCb3 inh,ADAM17 inh,ARFGAP1 inhibitor,MBD2 DNA inh,UHRF1 MBD2 ctr
CCS(=O)(=O)c1ccc(O)c(NC(=O)c2cc(-c3ccccn3)nc3ccccc23)c1,-3,-0.6,-3,3,0,-4,-3,-5,2,-6
COCCn1c(SCc2cnc(-c3ccccc3)s2)nnc1-c1ccncc1,-5,0.5,-5,0,4,1,-2,-1,1,0
Cc1cn(CC(=O)NCCN2CCOCC2)c(=O)[nH]c1=O,3,-0.1,-2,3,2,6,5,6,-1,-2
CC1(c2ccc3ccccc3c2)NC(=O)N(CC(=O)N2CCN(c3ccccc3O)CC2)C1=O (configuration not stated),-4,-0.1,-5,3,0,-7,3,14,0,-1
O=C(COC(=O)c1cc[n+]([O-])cc1)Nc1cccc(F)c1,-1,-0.7,-3,-2,-8,-6,-2,8,1,3
O=C(C1CCN(S(=O)(=O)c2ccccc2F)CC1)N1CCc2ccccc2C1,3,-0.3,-5,2,0,-5,-2,15,-3,-3

Further structures.
Tn6 DDE FP | proKLK7 act | DDE Tn7 FP inh | PLCg1 inh | ASAP1 GAP inh | PLCb3 inh | ADAM17 inh | ARFGAP1 inhibitor | MBD2 DNA inh | UHRF1 MBD2 ctr | molecule
6 | 0.6 | 0 | -1 | 12 | -2 | -4 | -6 | 6 | 1 | COc1ccc(C2/C(=C(\O)c3ccc4c(c3)OCCO4)C(=O)C(=O)N2CCCN(C)C)cc1 (configuration not stated)
-9 | -0.7 | -3 | 2 | -5 | -6 | -2 | 9 | -6 | -1 | CCCc1nc2c(c(=O)c3ccccc3n2C)c(=O)n1-c1cc(C)cc(C)c1
8 | 0.5 | -3 | 0 | -3 | 3 | 3 | -8 | -3 | -2 | Cc1c(C(=O)NCc2cccnc2)oc2ccc(S(=O)(=O)N3CC(C)CC(C)C3)cc12 (configuration not stated)
2 | 0.7 | 4 | -1 | 10 | 2 | 2 | 8 | 1 | -5 | CCNc1nc(NCC)nc(SCCOC(=O)Nc2ccc(Cl)cc2Cl)n1
8 | 0.6 | 0 | 0 | -6 | 1 | 0 | 10 | -4 | 0 | CC(CCc1ccco1)NC(=O)Nc1cccc(F)c1 (configuration not stated)
8 | 0.1 | -1 | 3 | 6 | 2 | 1 | -5 | 1 | 0 | Cc1cccc(NC(=O)CCN2CCN(C)CC2)c1
2 | 0.5 | 7 | 3 | -4 | -6 | -3 | -6 | 0 | -1 | O=C(Nc1cccc(C(=O)NC2CC2)c1)c1ccc(F)c(S(=O)(=O)N2CCOCC2)c1
-5 | -0.4 | 3 | -1 | 0 | -7 | -2 | 0 | -7 | 1 | Nc1cc(S(=O)(=O)Nc2cc(Cl)ccc2Cl)ccc1N1CCOCC1
-5 | -0.4 | 3 | 0 | -6 | -2 | -2 | 5 | -4 | -2 | CCOc1ccc(Cl)cc1CSc1ncn[nH]1
-1 | -0.6 | -11 | -2 | 3 | -3 | -14 | 0 | -4 | -3 | CN1CCN(CCCNC(=O)Cn2ncc3c4ccccc4n(C)c3c2=O)CC1
4 | 0.4 | 2 | 5 | 9 | 9 | 1 | 5 | -4 | 5 | CC1(C(=O)O)C=CCN1C(=O)c1ccccc1 (configuration not stated)
-1 | 0.6 | 1 | -2 | 8 | -5 | -4 | -12 | 2 | 5 | O=C(NCC[C@@H]1CC[C@@H](NS(=O)(=O)c2ccccc2)[C@@H](CO)O1)c1cc(Cl)cc(Cl)c1
-3 | -0.3 | 1 | -1 | -6 | -1 | -5 | 7 | 2 | -1 | Cc1ccsc1CN(C)CC(=O)N(C)CC(=O)Nc1c(Cl)cccc1Cl
1 | 0.2 | 6 | 0 | 5 | 2 | -3 | -2 | -4 | -2 | Cc1ccc(N)cc1S(=O)(=O)N(C)C
1 | 0.6 | 2 | -2 | 4 | -2 | -2 | 7 | 5 | -1 | CC(NC(=O)C1CC=CCC1C(=O)O)C1CC2CCC1C2 (configuration not stated)
-8 | 0.8 | 1 | -14 | -11 | -19 | -3 | 4 | 0 | 12 | O=C(/C=C/c1ccco1)NC(=S)Nc1ccccc1O

One compound at a time, as listed above. Screens in order: Tn6 DDE FP, proKLK7 act, DDE Tn7 FP inh, PLCg1 inh, ASAP1 GAP inh, PLCb3 inh, ADAM17 inh, ARFGAP1 inhibitor, MBD2 DNA inh, UHRF1 MBD2 ctr
CCOc1ccc(Cl)cc1CSc1ncn[nH]1 in the list: -5, -0.4, 3, 0, -6, -2, -2, 5, -4, -2
CN1CCN(CCCNC(=O)Cn2ncc3c4ccccc4n(C)c3c2=O)CC1 in the list: -1, -0.6, -11, -2, 3, -3, -14, 0, -4, -3

Next records follow.
Tn6 DDE FP | proKLK7 act | DDE Tn7 FP inh | PLCg1 inh | ASAP1 GAP inh | PLCb3 inh | ADAM17 inh | ARFGAP1 inhibitor | MBD2 DNA inh | UHRF1 MBD2 ctr | molecule
2 | 0.8 | -6 | 1 | -6 | -2 | 8 | 13 | 0 | -2 | COc1ccc(NS(=O)(=O)c2cc(NC(=O)c3cc(F)c(F)cc3Cl)ccc2N2CCOCC2)cc1
-11 | 0.2 | -5 | 0 | 13 | -6 | -1 | -4 | 2 | 11 | CC(=O)c1cccc(NC(=O)Cn2cnc(S(=O)(=O)N3CCCC3)c2)c1
-2 | 0.2 | 5 | -1 | 1 | -5 | -1 | -6 | 0 | -3 | CCS(=O)(=O)N1CCC(C(=O)Oc2ccc(Br)cc2)CC1
6 | 0.1 | -2 | 4 | -14 | 0 | 3 | -7 | -5 | -1 | CCS(=O)(=O)N1CCC(C(=O)NC2CCCCCCC2)CC1
-4 | 0.8 | 3 | -4 | 0 | 4 | -3 | -8 | -1 | 2 | CCC1=NN(C(=O)c2ccccc2[N+](=O)[O-])C(O)(c2ccccc2)C1 (configuration not stated)
-1 | 0.5 | 1 | 0 | 2 | 3 | 0 | -2 | -3 | -1 | CCOC(=O)C(C)Sc1nnc(Cn2c(=O)sc3ccccc32)n1-c1ccccc1 (configuration not stated)
4 | -7.0 | 2 | -24 | 13 | -19 | 1 | 3 | -2 | 2 | O=C(N/N=C/c1cc(Br)ccc1O)c1cccc(N2CCCC2=O)c1
11 | -0.5 | 0 | -1 | x | 2 | -1 | x | 3 | 1 | COc1cccc(N(C)C(=O)[C@@H](C)[C@@H](O)c2ccc(Cl)cc2)c1
-1 | -0.6 | 5 | -3 | 2 | -4 | 7 | -1 | 3 | 0 | Cc1ccc(S(=O)(=O)NC2c3cccc4cccc(c34)C2Sc2nc(C)cc(C)n2)cc1 (configuration not stated)
2 | 0.2 | -1 | 2 | -13 | -9 | 3 | 3 | -1 | -1 | CN1CCN(c2ccccc2NC(=O)COc2ccc(C3CCCCC3)cc2)CC1
-13 | 0.2 | 5 | 0 | -1 | -6 | -4 | 3 | 4 | -1 | CC1CCc2nc(NC(=O)c3cc(C(C)(C)C)nn3C)sc2C1 (configuration not stated)
1 | 0.3 | -8 | -2 | 1 | -9 | -4 | -5 | 8 | 1 | Cc1cccc(NC(=S)NC(=O)/C=C/c2ccccc2)n1
5 | -0.3 | 3 | 1 | 8 | 2 | 1 | 0 | -10 | -3 | S=C(Cc1ccccc1)Nc1ccccc1
5 | -0.3 | 3 | -3 | 10 | 2 | 0 | -8 | 1 | 5 | CCCn1nc(C(=O)N2CCCc3ccccc32)c2ccccc2c1=O
-1 | -0.6 | 9 | 0 | -20 | -1 | -5 | -12 | 4 | 3 | COc1ccc2c(C)cc(SCn3nnc4ccccc4c3=O)nc2c1
5 | 0.2 | 0 | 4 | -7 | 2 | 1 | -7 | -5 | -2 | C=CCNC(=O)c1onc(CCl)c1C(=O)OC
11 | 1.2 | 3 | -4 | -20 | -9 | -6 | 0 | -4 | 0 | CCCC1Cc2nc(Cl)c(C#N)cc2CO1 (configuration not stated)
5 | -0.1 | 2 | 1 | -1 | -2 | -2 | 0 | 0 | -1 | CN(c1ccccc1)S(=O)(=O)c1cccc(C(=O)NC2CC(C)(C)NC(C)(C)C2)c1
1 | -0.6 | -3 | 1 | 7 | 1 | 1 | 18 | -5 | -1 | CCOC(=O)C1=CCN(S(=O)(=O)c2ccccc2Br)C1c1cccc(F)c1 (configuration not stated)
2 | -1.1 | -8 | -99 | 8 | -142 | -9 | -7 | 0 | 4 | O=C(O)CCc1nn2cnc3sc4c(c3c2nc1=O)CCCC4
-7 | -0.2 | -6 | 2 | -8 | 3 | -2 | 4 | 5 | -1 | COCCCNC(=O)CN1CCN(Cc2ccc(Cl)cc2)C1=O
-7 | 0.3 | -7 | -1 | 5 | 1 | -3 | -4 | 2 | 5 | CCn1c(N)c(C(N)=O)sc1=S
8 | 0.4 | -4 | 3 | 1 | 0 | 1 | 1 | -3 | 0 | Nc1ncnc(Nc2ccc(F)cc2)n1
6 | -0.3 | 8 | 1 | -11 | -1 | -6 | -4 | 2 | -2 | CN1C(=O)CC(c2ccco2)Sc2ccccc21 (configuration not stated)
